Nrf2 inh – inhibitors of Nrf2 signaling | A549 ARE-Fluc reporter, luciferase luminescence, 18-24 h | Potency, µM (series often up to 46 µM), for the others: top-dose activity change, negative = inhibition, most hits filed as inhibitors | 2.1% of 360,000 active | AID 504444; note: potency is the fitted concentration of half-maximal effect; % is set by controls: 0 for no effect and ±100 for the full control effect; nearly all actives have a fitted effect of over 60% in size
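Concentration-response testing used A549 ARE_Fluc cells at 5000 cells/well. Following an 18-24 h compound incubation, viability was read by fluorescence (Ex 405/Em 525) and luciferase output by luminescence.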
ATXN2 expr inh – inhibitors of ATXN2 expression. Potency, µM (highest dose often 57 µM), inactives show top-dose activity change, negative = inhibition, usual class: inhibitors. 0.72% of 360,000 active. HEK-293 ATXN2-luciferase reporter, luminescence, 24 h. AID 1745845; note: potency is the fitted concentration of half-maximal effect; % is set by controls: 0 for no effect and ±100 for the full control effect; nearly all actives have a fitted effect of over 55% in size
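qHTS (up to 57 uM final) was run with 24 h compound exposure of reporter cells at 37 °C. Each well was multiplexed: SteadyGlo luminescence measured ATXN2-luciferase expression after a fluorogenic Gly-Phe-AFC viability readout (25 uM final).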
IL2 activator – activates IL-2 in a cell-based reporter assay; IL-2 activation reporter assay, cell-based qHTS; stimulated with anti-CD3/CD4/CD28 beads; in transgenic mouse T cells; activation, % (series mostly up to about 46 µM); 0.065% of 360,000 active; in the data active = activation above about 50%; inconclusive = mostly about 30% to 49%; note: 0% is about no effect
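EGFP and DsRed fluorescence is measured by plate cytometry in unstimulated transgenic mouse T cells exposed to compound for 60 minutes, then stimulated 18 hours at 37 degrees C with anti-CD3/anti-CD4 beads plus anti-CD28.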
A549 tox – kills or reduces viability of A549 cells in Nrf2 counter-screen. A549 ARE-Fluc cells, CellTiter-Fluor viability, 18-24 h. AID 504648. 0.16% of 390,000 active. Potency, µM (series often up to 46 µM), for inactives: top-dose activity change, negative = cytotoxicity, hits mostly inhibitors; note: potency is the fitted concentration of half-maximal effect; % is set by controls: 0 for no effect and ±100 for the full control effect
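Cytotoxicity counterscreen: CellTiter-Fluor fluorescence was measured in A549 ARE_Fluc cells after 18-24 h of compound exposure in a concentration series. The subsequent BugLite luminescent read reports ARE-luciferase activity.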
EPAC2 ag – agonists of human EPAC2 (RAPGEF4) | Q8WZA2 | EPAC2 activation, biochemical qHTS; response scale: 100% = 6.5 mM cAMP response | Potency, µM (doses to about 154 µM), inactives show at the top dose activation, hits mostly activators | 0.079% of 360,000 active | AID 720711; note: potency is the fitted concentration of half-maximal effect; nearly all actives have a fitted effect of over 50% in size
Target sequence (Q8WZA2 whole entry, looked up): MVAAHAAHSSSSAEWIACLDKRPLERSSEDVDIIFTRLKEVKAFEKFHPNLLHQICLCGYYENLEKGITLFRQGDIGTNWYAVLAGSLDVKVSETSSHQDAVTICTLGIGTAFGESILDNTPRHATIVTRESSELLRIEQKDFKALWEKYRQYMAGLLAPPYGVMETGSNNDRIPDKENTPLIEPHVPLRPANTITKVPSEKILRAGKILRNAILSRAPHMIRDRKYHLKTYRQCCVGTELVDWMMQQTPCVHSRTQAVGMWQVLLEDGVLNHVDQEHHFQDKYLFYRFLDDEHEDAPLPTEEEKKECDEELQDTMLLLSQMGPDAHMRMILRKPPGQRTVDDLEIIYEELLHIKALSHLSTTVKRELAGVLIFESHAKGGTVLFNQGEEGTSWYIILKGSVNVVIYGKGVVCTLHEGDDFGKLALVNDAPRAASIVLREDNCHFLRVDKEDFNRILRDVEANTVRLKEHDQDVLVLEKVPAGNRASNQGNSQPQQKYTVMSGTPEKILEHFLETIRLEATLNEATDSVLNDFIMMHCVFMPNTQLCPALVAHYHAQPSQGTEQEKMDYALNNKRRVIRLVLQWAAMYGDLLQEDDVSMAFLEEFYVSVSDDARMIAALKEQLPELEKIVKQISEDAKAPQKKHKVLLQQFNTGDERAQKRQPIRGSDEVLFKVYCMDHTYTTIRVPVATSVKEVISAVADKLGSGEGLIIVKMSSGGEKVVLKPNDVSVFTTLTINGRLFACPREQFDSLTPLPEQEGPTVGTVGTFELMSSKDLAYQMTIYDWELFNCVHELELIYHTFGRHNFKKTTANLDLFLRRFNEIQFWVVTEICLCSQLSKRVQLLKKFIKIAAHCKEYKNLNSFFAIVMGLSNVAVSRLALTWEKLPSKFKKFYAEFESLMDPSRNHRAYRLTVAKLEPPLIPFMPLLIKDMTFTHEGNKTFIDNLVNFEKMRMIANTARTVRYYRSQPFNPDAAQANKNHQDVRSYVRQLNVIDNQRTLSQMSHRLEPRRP
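Fluorescence exchange assay: 100 nM EPAC2 with 250 nM RAP1B-BODIPY-GDP and 50 uM GDP; compounds tested as a concentration-titration series (qHTS). Loss of Rap1-bound BODIPY-GDP fluorescence read at 480/540 nm; data normalized to 6.5 mM cAMP.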
TGFb SMAD3 inh – blocks TGF-b signaling; HepG2 CAGA-GFP TGF-b/SMAD3 reporter, GFP fluorescence, 18 h; TGF-beta stimulated, 500 pg/mL final; Potency, µM (highest dose often 46.1 µM), for the others: top-dose activity, negative = inhibition, actives largely listed as inhibitors; 1.2% of 410,000 active; AID 588855; note: potency is the fitted concentration of half-maximal effect; % is set by controls: 0 for no effect and ±100 for the full control effect; nearly all actives have a fitted effect of over 65% in size
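TGF-beta reporter screen: HEPG2 CAGA-GFP, 1% FBS, 500 pg/mL TGF-beta final, 18 h; per-cell GFP summed per well; curves fitted and categorized by class.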
HepG2 tox – counter-screen for TGF-b inhibitors: cytotoxicity in HepG2 cells | 0.76% of 410,000 active | Potency, µM (top dose mostly 46.1 µM), for inactives: at the highest dose activity change, negative = cytotoxicity, most hits filed as cytotoxic | HepG2 CAGA-GFP viability, ATP luminescence, 18 h; note: potency is the fitted concentration of half-maximal effect; some results filed as inactive show a strong effect at the top dose
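CellTiter-Glo luminescence gave cytotoxicity after 18 hours at 37 degrees C. The cells were HepG2 CAGA-GFP in 1% FBS DMEM, stimulated with 500 pg/mL TGF-beta after compound addition. %Activity was normalised to no-cell wells (complete cell-killing) and DMSO (no toxicity), and curves were fitted and classified.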
Nrf2 activator – activators of Nrf2 (ARE) signaling | AREc32 ARE-luciferase reporter (MCF7-derived line), luminescence, 24 h | Potency, µM (top dose mostly 46.1 µM), for the others: at the highest dose activation, most hits filed as activators | 0.31% of 410,000 active; note: potency is the fitted concentration of half-maximal effect; % of control where 0% means no effect; nearly all actives have a fitted effect of over 65% in size
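Each well held 1000 AREc32 cells, which were incubated with compound for 24 hr at 37 deg C after overnight attachment, and ARE reporter activity was quantified by firefly luciferase luminescence.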
ATXN viability – viability counter-screen for ATXN expression inhibitors. S2 cells (HEK-293 line with an ATXN2-luciferase reporter) viability, CellTiter-Fluor protease fluorescence, 24 h. Potency, µM (top dose mostly 56.7 µM), actives largely listed as cytotoxic. 0.49% of 400,000 active. AID 651635; note: potency is the fitted concentration of half-maximal effect; nearly all actives have a fitted effect of over 40% in size
* = called active by the depositor; i = inactive; ? = inconclusive; . = no result given; & = joins results of further samples; [ ] = remark or other dose. Unless noted, calls come from the whole dose curve; as a rule, active = well fitted curve in the direction sought with a large enough effect; inconclusive = small, poorly fitted or top-dose-only effect, or another doubt; inactive = no such curve, though single readings can be large; an effect the other way counts as inactive or inconclusive.

Labels used below: A = Nrf2 inh; B = ATXN2 expr inh; C = IL2 activator; D = A549 tox; E = EPAC2 ag; F = TGFb SMAD3 inh; G = HepG2 tox; H = Nrf2 activator; I = ATXN viability
> COc1ccc(CNC(=O)COC(=O)c2ccc(C)c(S(=O)(=O)N3CCOCC3)c2)cc1
  A = 3%; B = .; C = 2.8; D = 2%; E = 4%; F = -1%; G = -14%; H = -0.4%; I = i

> O=C(COc1ccccc1-c1ccccc1)N/N=C/c1ccccn1
  A = ?; B = .; C = -2.9; D = -10%; E = 7%; F = -29%; G = -10%; H = -1.3%; I = i

> CCCCN(C(=O)COC(=O)c1ccc(C=O)cc1)c1c(N)n(CCC)c(=O)[nH]c1=O
  A = 16%; B = -20%; C = -5.5; D = -10%; E = -4%; F = 11%; G = -7%; H = -0.3%; I = ?

> Cc1ccc(-n2c(Cc3cccn3C)nnc2SCC(=O)NC2CCCCC2)cc1
  A = 11%; B = -2%; C = -0.7; D = 13%; E = 2%; F = -2%; G = -17%; H = 0.4%; I = i

> CC(C)(C)c1ccc(C(=O)NNC(=S)NCC2CCCO2)cc1 (stereo not given)
  A = 6%; B = 10%; C = -3.9; D = -4%; E = 5%; F = 5%; G = 5%; H = -0.4%; I = i

> Cc1ccc(C)c(OCCC(=O)OCC(=O)Nc2ccc(C)c(S(=O)(=O)N3CCCCC3)c2)c1
  A = 18%; B = 5%; C = -4.1; D = -6%; E = 18%; F = 11%; G = 2%; H = -0.1%; I = i

> COc1ccc(N2CCN(C(=O)C3CC(O)CN3S(=O)(=O)c3ccc([N+](=O)[O-])cc3)CC2)cc1 (stereo not given)
  A = -1%; B = -5%; C = 0.2; D = 21%; E = 13%; F = -14%; G = -8%; H = 0.3%; I = i

> COc1ccc(-n2c(=O)c3ccccc3n(Cc3ccc(F)cc3)c2=O)cc1OC
  A = -20%; B = 0%; C = -1.2; D = -2%; E = -4%; F = 2%; G = 3%; H = 0.5%; I = i

> Cc1ccc(-n2nc3c(=O)n(CC(=O)c4ccc(F)cc4)nc(C)c3c2C)cc1
  A = ?; B = -23%; C = -4.1; D = -9%; E = 13%; F = -5%; G = -24%; H = -0.5%; I = i

> CCOC(=O)N1CCN(C(=O)C2CCN(S(=O)(=O)c3ccc(OCC)cc3)CC2)CC1
  A = -18%; B = -18%; C = 1.5; D = 0%; E = 12%; F = -11%; G = 4%; H = -0.1%; I = i

> Clc1ccc(-c2nnc(CSc3nnc(-c4cccs4)n3Cc3ccccc3)o2)cc1
  A = 21µM*; B = .; C = -4.7; D = -11%; E = 10%; F = ?; G = -32%; H = 7.4%; I = ?

> COc1ccc(C2CC(=O)N(CC(=O)Nc3cc(C)ccc3C)c3ccccc3S2)cc1 (stereo not given)
  A = 4%; B = 14%; C = .; D = 1%; E = .; F = 5%; G = -4%; H = -2.1%; I = i

> COC(=O)COc1cccc2c(=O)n(CC(=O)N3CCCc4ccccc43)ccc12
  A = 9%; B = 7%; C = 0.2; D = 17%; E = 16%; F = ?; G = -58%; H = 0.5%; I = i

> CCC(C)c1ccccc1N1CC(C(=O)NCCC2=CCCCC2)CC1=O (stereo not given)
  A = 2%; B = -2%; C = -4.9; D = -3%; E = -15%; F = -29%; G = -7%; H = 0.5%; I = i

> Cc1cc(Br)ccc1Nc1nc(N)nc(N)c1N=O
  A = 13%; B = -17%; C = -5.6; D = 0%; E = 10%; F = 5%; G = -14%; H = 2.5%; I = i

Some of the entries so far, with values under each structure:
Fields – Nrf2 inh	ATXN2 expr inh	IL2 activator	A549 tox	EPAC2 ag	TGFb SMAD3 inh	HepG2 tox	Nrf2 activator	ATXN viability
Cc1ccc(-n2nc3c(=O)n(CC(=O)c4ccc(F)cc4)nc(C)c3c2C)cc1
 : ?	-23%	-4.1	-9%	13%	-5%	-24%	-0.5%	i
Cc1cc(Br)ccc1Nc1nc(N)nc(N)c1N=O
 : 13%	-17%	-5.6	0%	10%	5%	-14%	2.5%	i
COc1ccc(CNC(=O)COC(=O)c2ccc(C)c(S(=O)(=O)N3CCOCC3)c2)cc1
 : 3%	.	2.8	2%	4%	-1%	-14%	-0.4%	i

Later entries
Labels used below: A = Nrf2 inh; B = ATXN2 expr inh; C = IL2 activator; D = A549 tox; E = EPAC2 ag; F = TGFb SMAD3 inh; G = HepG2 tox; H = Nrf2 activator; I = ATXN viability
> COc1ccc(NC(=O)c2oc3ccccc3c2NC(=O)C2CC2)cc1OC
  A = 5%; B = 6%; C = -0.5; D = 6%; E = 5%; F = 1%; G = 5%; H = -0.2%; I = i

> COc1ccc(NC(=O)c2nc[nH]c2C(=O)N[C@H](C)c2ccccc2)cc1
  A = -27%; B = 0%; C = -0.4; D = 1%; E = 4%; F = ?; G = -27%; H = -3.9%; I = i

> O=C(O)C1C2C=CC(C2)C1C(=O)NCc1ccoc1 (stereo not given)
  A = 0%; B = -14%; C = 1.8; D = ?; E = 3%; F = -15%; G = -1%; H = 1.0%; I = i

> Cn1c(=O)c(-c2ccccc2)nc2ccccc21
  A = ?; B = 17%; C = -0.8; D = -4%; E = 5%; F = 34%[activator]; G = -6%; H = 17%; I = i

> Cn1c(/C(C#N)=C(\O)c2ccc(Cl)s2)nc2ccccc21
  A = ?; B = .; C = -0.8; D = -2%; E = 6%; F = -4%; G = -6%; H = 20%; I = i

> COc1ccc(C2Nc3ccccc3NC3=C2C(=O)CC(C)(C)C3)c(OC)c1OC (stereo not given)
  A = 2%; B = -23%; C = 1.6; D = -4%; E = 3%; F = -4%; G = 4%; H = -0.9%; I = 0.28µM*

> CCCCc1c(-c2cccc(Cl)c2)ncn1CCc1ccccc1OC
  A = .; B = ?; C = -0.8; D = .; E = -6%; F = .; G = .; H = -2.2%; I = .

> O=C(C1CC(=O)N(C2CCCC2)C1)N1CCC(Cc2ccccc2)CC1 (stereo not given)
  A = ?; B = -20%; C = -1.4; D = 8%; E = -1%; F = -29%; G = -25%; H = 0.0%; I = i

> COC(=O)/C=C\C(=O)Nc1cccc([N+](=O)[O-])c1
  A = -10%; B = ?; C = -2.7; D = 0%; E = 0%; F = ?; G = -2%; H = 26%; I = .

> CON(C)S(=O)(=O)c1cccc(C(=O)Oc2ccc(N(C)S(=O)(=O)c3ccccc3)cc2)c1
  A = 11%; B = 3%; C = -3.3; D = -3%; E = -1%; F = 1%; G = 8%; H = -0.5%; I = i

> COc1cc2c(cc1OC)CN(C(=O)COc1ccccc1C#N)CC2
  A = 0%; B = -35%; C = -0.5; D = -9%; E = 11%; F = ?; G = -41%; H = 3.0%; I = ?

> Clc1ccc(-c2cn3c(n2)SCC3)cc1
  A = 1%; B = 26%; C = -3.4; D = 2%; E = 3%; F = -2%; G = -6%; H = 3.1%; I = i

> C=CCNC(=O)C1CC=CCC1C(=O)O (stereo not given)
  A = 3%; B = 11%; C = -3.5; D = 1%; E = -3%; F = 2%; G = 5%; H = 0.5%; I = i

> S=C(NCCc1ccccc1)N1CCOCC1
  A = 29%; B = 40%[activator]; C = -3.8; D = 1%; E = -2%; F = 3%; G = -4%; H = 0.2%; I = i

> CC(=O)N1CCCC1c1nc2ccccc2n1Cc1ccccc1Cl (stereo not given)
  A = ?; B = 2%; C = .; D = -7%; E = .; F = 0%; G = -6%; H = 0.3%; I = i

> CCN1CCN(c2ccc(S(=O)(=O)N3CCOCC3)cc2NC(=O)CCSC)CC1
  A = 0%; B = .; C = 0.1; D = 4%; E = 3%; F = 1%; G = -2%; H = -0.5%; I = i

> Oc1c(C=C2N=c3ccccc3=N2)sc(=S)n1-c1ccc(F)cc1
  A = 3%&-23%; B = -9%&-2%; C = 0.3&-2.7; D = -6%&9%; E = -5%&1%; F = 5%&-3%; G = -2%&-1%; H = 6.1%&8.6%; I = i

> CC(C)Oc1ccc(CCC(=O)NNC(=S)NCc2ccccc2)cc1
  A = -1%; B = -7%; C = 0.8; D = 6%; E = 15%; F = -4%; G = -3%; H = -0.7%; I = i

> CCOC(=O)[C@H]1[C@H]2COc3ccc(Cl)cc3[C@@H]2N2C(=O)c3cc(F)c(F)cc3NC(=O)[C@@]12C
  A = -25%; B = -27%; C = -3.8; D = 2%; E = 10%; F = -17%; G = -1%; H = -2.4%; I = i

> O=c1cc(CO)occ1OCc1ccccc1
  A = 1%; B = 1%; C = -1.2; D = -5%; E = 13%; F = -5%; G = -30%; H = -0.4%; I = i

> COc1ccc(-c2csc(NC(=O)CSCC(=O)Nc3cc(C)on3)n2)cc1
  A = 5%; B = 28%; C = 0.7; D = 0%; E = -1%; F = -28%; G = -1%; H = 5.8%; I = ?

> O=C1CC(c2ccc(F)cc2)SC(N(c2ccccc2)c2ccccc2)=N1 (stereo not given)
  A = -14%; B = 7%; C = -0.2; D = -5%; E = 2%; F = ?; G = -12%; H = -0.1%; I = i

> COc1c2occc2c(OC)c2c(=O)cc(C(F)(F)F)oc12
  A = .; B = 11%; C = -0.4; D = -2%; E = 4%; F = -1%; G = 1%; H = -0.4%; I = ?

> COc1ccc(CCN2C(=O)c3cccc4cccc(c34)C2=O)cc1OC
  A = 1%; B = 9%; C = 1.0; D = -3%; E = -4%; F = -14%; G = -6%; H = ?; I = i

> CC(C)C(=O)N1CCN(c2ccc(NC(=O)c3ccc([N+](=O)[O-])o3)cc2)CC1
  A = -14%; B = 15%; C = -0.3; D = ?; E = 5%; F = ?; G = -37%; H = ?; I = i

From PubChem BioAssay

Hits appear at their usual frequency; any-hit rate near 4.3%.
